# IP6K1 inh – inhibitors of human IP6K1; Q92551; IP6K1 kinase, ADP-Glo luminescence, 2 h; active compounds read low; activity change, % (series mostly up to about 58 µM); 0.81% of 140,000 active; AID 1645851; in the data active means activity change below about -25%
#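 ADP-Glo luminescence measures ADP made by human IP6K1 during a 2 h RT reaction with ATP/IP6 (mix at 1.3 mM/130 uM); top library doses 57.5 and 19.1 uM final.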
# HEK293 tox – kills HEK 293 cells; HEK 293 viability, ATP luminescence (CellTiter-Glo), 48-72 h; Potency, µM (top dose mostly 115 µM), for the others: at the top dose activity change, negative = cytotoxicity, most hits filed as inhibitors; 6.6% of 94,000 active; AID 1345083; further: potency means the concentration at half of the fitted maximal effect; nearly all actives have a fitted effect of over 60% in size
#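 HEK 293 cells at 250 cells/well were exposed to compounds by pintool transfer for 48 or 72 hr at 37 degree Celsius, 5% CO2. Viability was read as ATP-coupled luminescence with CellTiter-Glo after 10 min at room temperature.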
# GPT2 inhibitor – GPT2 alanine aminotransferase inhibition; 0.25% of 100,000 active; Recombinant GPT2, coupled pyruvate oxidase/HRP Amplex Red fluorescence; AID 1671188; Q8TD30; Potency, µM (top dose mostly 57.7 µM), for the others: at the highest dose activity change, negative = inhibition, hits mostly inhibitors; further: potency means the concentration at half of the fitted maximal effect; nearly all actives have a fitted effect of over 60% in size; many of its hits are not listed in these tables
# Target sequence (Q8TD30 whole entry, looked up): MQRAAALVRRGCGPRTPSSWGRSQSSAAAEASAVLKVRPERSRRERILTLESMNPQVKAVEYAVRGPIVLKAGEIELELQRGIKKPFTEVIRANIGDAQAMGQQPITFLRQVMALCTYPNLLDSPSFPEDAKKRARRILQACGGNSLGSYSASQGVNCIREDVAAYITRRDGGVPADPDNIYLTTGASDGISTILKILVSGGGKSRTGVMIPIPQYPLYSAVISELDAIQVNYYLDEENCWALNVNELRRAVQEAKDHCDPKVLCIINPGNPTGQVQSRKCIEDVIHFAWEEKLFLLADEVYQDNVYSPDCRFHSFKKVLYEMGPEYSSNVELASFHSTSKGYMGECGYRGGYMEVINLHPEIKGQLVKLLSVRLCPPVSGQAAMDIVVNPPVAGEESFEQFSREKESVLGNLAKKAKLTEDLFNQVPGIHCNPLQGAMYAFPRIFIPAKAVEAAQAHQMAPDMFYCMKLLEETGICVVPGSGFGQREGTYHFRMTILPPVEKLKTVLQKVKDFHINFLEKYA
#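 GPT2 10ng/uL, a-KG 250uM, L-Ala 2mM, HEPES pH7.5 + 0.0001% Tween; 30 min RT. Then Amplex mix (PO/HRP/ThPP), 30 min RT dark, fluorescence. AOA 50uM used as positive control.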
# HEK293 viab – reduces viability of HEK-293 SNCA reporter cells | HEK-293-SNCA-luc viability, GF-AFC fluorescence, 24 h | Potency, µM (doses to about 57.1 µM), for the others: top-dose activity change, negative = cytotoxicity, actives largely listed as cytotoxic | 0.12% of 150,000 active;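 further: potency means the concentration at half of the fitted maximal effect; 0% = DMSO-treated cells and -100% = medium-only wells without cells; nearly all actives have a fitted effect of over 30% in size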
#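 Cytotoxicity counterscreen: after 24 h compound treatment of genome-edited SNCA-luciferase HEK-293 cells, live-cell protease substrate GF-AFC read by fluorescence after 30 min; activity scaled between DMSO (0%) and medium-only (-100%), curves Hill-fitted.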
# SNCA expr inh – reduces expression of the alpha-synuclein gene; HEK-293 SNCA-luciferase knock-in, luminescence, 24 h; Potency, µM (doses to about 57.2 µM), inactives show at the top dose activity change, negative = inhibition, actives largely listed as inhibitors; 0.17% of 140,000 active; AID 1671194;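 further: potency means the concentration at half of the fitted maximal effect; plate controls were DMSO cells for no effect and cell-free wells for full effect; nearly all actives have a fitted effect of over 45% in size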
# Luciferase inh – Photinus pyralis luciferase inhibition; P08659; purified P. pyralis luciferase, luminescence, biochemical; Potency, µM (top dose mostly 115 µM), for the others: at the highest dose activity change, negative = inhibition, usual class: inhibitors; 2.5% of 76,000 active; AID 1347043; further: potency means the concentration at half of the fitted maximal effect; nearly all actives have a fitted effect of over 65% in size
# Target sequence (P08659 whole entry, looked up): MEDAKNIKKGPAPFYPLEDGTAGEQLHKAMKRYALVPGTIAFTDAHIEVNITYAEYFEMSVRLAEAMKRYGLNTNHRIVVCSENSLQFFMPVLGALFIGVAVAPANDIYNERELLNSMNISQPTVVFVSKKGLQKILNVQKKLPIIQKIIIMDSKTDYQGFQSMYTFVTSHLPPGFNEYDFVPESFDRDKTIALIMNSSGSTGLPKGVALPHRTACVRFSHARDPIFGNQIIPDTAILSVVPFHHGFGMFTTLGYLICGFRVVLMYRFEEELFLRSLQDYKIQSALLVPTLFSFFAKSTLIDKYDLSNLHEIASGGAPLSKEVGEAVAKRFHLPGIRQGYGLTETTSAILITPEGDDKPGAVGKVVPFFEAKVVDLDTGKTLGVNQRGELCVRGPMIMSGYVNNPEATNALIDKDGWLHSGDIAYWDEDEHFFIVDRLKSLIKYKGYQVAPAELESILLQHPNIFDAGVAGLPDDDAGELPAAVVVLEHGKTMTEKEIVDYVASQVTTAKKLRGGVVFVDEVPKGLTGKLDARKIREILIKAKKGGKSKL
#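 Luminescence read by CCD imager after adding enzyme (10nM final) to wells holding compound, titrated in qHTS. Substrates 10uM each D-luciferin and ATP; buffer 50mM Tris acetate pH 7.5, 10mM Mg acetate, Tween-20, BSA.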
# 3T3 cytotox – cytotoxic compounds in NIH 3T3 cells | 4.3% of 94,000 active | NIH 3T3 viability, CellTiter-Glo ATP luminescence, 48-72 h | Potency, µM (series often up to 96.7 µM), for inactives: at the top dose activity change, negative = cytotoxicity, hits mostly inhibitors | AID 1345082; further: potency means the concentration at half of the fitted maximal effect; nearly all actives have a fitted effect of over 55% in size
#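 NIH 3T3 cells at 400 cells/well received 23 nL of compound by pintool and were incubated 48 or 72 h at 37 °C. Viability was read as ATP-coupled CellTiter-Glo luminescence.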
# An asterisk follows results filed as active; i = inactive; u = inconclusive; x = no result given; & = joins results of further samples; [ ] = dose if it differs, or a comment. Unless noted, the call rests on the fitted dose curve; in most records, active means well fitted curve in the direction sought with a large enough effect; inconclusive means small, poorly fitted or top-dose-only effect, or another doubt; inactive means no such curve, though single readings can be large; an effect the other way counts as inactive or inconclusive. Unless noted, on the % scale 0 is the no-effect control and ±100 the full control effect.
structure | SNCA expr inh | HEK293 viab | 3T3 cytotox | Luciferase inh | HEK293 tox | GPT2 inhibitor | IP6K1 inh
CC(C)Cc1noc(CN(C)C(=O)c2cc(C(C)C)n3ncnc3n2)n1 | 5.4% | 1.7% | -21.2% | -7.2% | -5.3% | i | 9.7
O=C1CC2(CCN(S(=O)(=O)c3cccs3)CC2)Oc2cc(Cl)ccc21 | 23.6% | -6.6% | u | 3.0% | u | -2.6% | -4.8
CCCCN(C)CCNC(=O)C1CCN(c2nc3ccc(CC)cc3s2)CC1 | u | u | x | x | x | x | 5.9
CNC(=O)c1nc2cccnc2n(CC(C)C)c1=O | -24.3%[87.6 µM] | -8.3%[87.6 µM] | -18.5%[138 µM] | x | -13.0%[172 µM] | i | 13.4
COc1cccc(-c2nnc(-c3ccccc3NC(=O)c3cccc(C(F)(F)F)c3)o2)c1 | 57.0%[activator] | 0.0% | x | x | x | x | 6.1
CCOC(=O)c1c(C)[nH]c(C)c1S(=O)(=O)N1CCCC(C(=O)Nc2ccccc2OCC)C1 (stereo not given) | 50.2%[activator] | -3.1% | x | x | x | x | -13.9
Cn1c(=O)oc2cc(S(=O)(=O)Nc3ccc(O)cc3)ccc21 | 8.1% | 0.4% | x | x | x | x | -7.1
Cc1ccc(-n2ncc(C(=O)NCc3ccc4c(c3)OCO4)c2C2CCN(C(=O)OC(C)(C)C)CC2)c(C)c1 | u | -17.4% | x | x | x | x | -5.3
CCN(c1ccc(OC)cc1)S(=O)(=O)c1nnc(NC(=O)COc2ccc(F)cc2)s1 | -3.3% | 0.9% | x | x | x | x | -3.1
CCOc1ccc(NC(=O)CCNc2c(C)nc3cnccn23)cc1 | -14.3% | -3.3% | u | 4.2% | u | u | 26.4
Cc1ccc(-c2cc(CN3CC(=O)N4CCC[C@H]4C3=O)on2)cc1 | 2.0% | 0.2% | -16.9% | -15.8% | -11.0% | 1.1% | 2.7
O=C(CCC[C@H]1NC[C@@H]2C[C@H]1CN(Cc1ccccc1)C2)N1CCN(Cc2ccccc2F)CC1 | -10.2% | -3.6% | u | -9.2% | u | u | -0.9

structure | SNCA expr inh | HEK293 viab | 3T3 cytotox | Luciferase inh | HEK293 tox | GPT2 inhibitor | IP6K1 inh
Cc1ncc2c(n1)CCCN(CC(=O)N1CCCC1)C2=O | 1.9% | 7.0% | 2.7% | -3.9% | i | i | 3.2
COc1ccc(C(=O)N2CCOCCNC(=O)CC2)c(OC)n1 | 23.7% | 8.0% | -4.2% | -2.9% | -5.3% | i | 2.1
Cc1nc2cnccn2c1C(=O)N1CCCCC1 | x | x | -12.1%[138 µM] | x | 3.3%[172 µM] | x | 5.9
O=C(Cn1ccc2ccccc2c1=O)NCCC(=O)Nc1ccc(F)cc1F | -8.4% | -1.6% | x | x | x | x | -9.3
O=C(CCc1ccccc1)N1CCC(N2C(=O)[C@H]3CN(Cc4ccccc4)C[C@H]3C2=O)CC1 | 2.7% | 16.7% | -25.2% | x | u | u | 10.2
Cn1ccnc1CN1C[C@H]2CN(C(=O)NCc3ccccc3)CCN2C1=O | 28.5%[87.6 µM] | -0.9%[87.6 µM] | i | 2.9%[172 µM] | i | i | 1.0
CC(=O)Nc1ccc(CN2CCCC3(COc4ccccc4S(=O)(=O)N3)C2)cc1 (stereo not given) | -22.5% | -18.0% | -2.0% | x | i | 1.1% | -3.9
NC(=O)c1ccc(C(F)(F)F)nc1N1CCC(N2CCCC(O)C2)CC1 (stereo not given) | 21.7% | -12.7% | i | 9.7% | 1.0% | 4.7% | -3.0
Cc1ccccc1NS(=O)(=O)c1ccc2[nH]cc(C(=O)NCCc3ccccc3)c(=O)c2c1 | -9.7% | -5.8% | x | x | x | x | -4.2
O=C(c1ccc2c(c1)OCO2)N1CCC2(CC1)NC(=O)N(c1ccccc1)N2 | 5.1% | -4.3% | -28.4% | 18.5% | u | u | -1.9
Cc1ccc(CN2CCCC(COc3ccccc3C(=O)N3CCOCC3)C2)cc1C (stereo not given) | -22.0% | -8.9% | 3.0% | 0.7% | -3.2% | i | -2.4
CCOc1ccc(-c2nn(CC(=O)NC3CCCC3)c3c2cnc2ccc(F)cc23)cc1 | 24.4% | 4.5% | x | x | x | x | 46.6

structure | SNCA expr inh | HEK293 viab | 3T3 cytotox | Luciferase inh | HEK293 tox | GPT2 inhibitor | IP6K1 inh
Cc1ccc(N2CC(c3noc(-c4ccc(F)cc4)n3)CC2=O)cc1 (stereo not given) | -38.4% | -14.5% | u | -14.2% | u | -8.2% | -2.9
O=C(Nc1ccc(-n2nc(C(F)(F)F)cc2C(F)(F)F)cc1)c1ccncc1F | x | -24.8% | x | x | x | -10.1% | -4.5
O=C(COc1ccccc1[N+](=O)[O-])N1CCC(c2nc3ccccc3o2)CC1 | -1.6% | 3.3% | x | x | x | x | 3.8
Cc1ccc(C)c2sc(NC(=O)c3ccc(S(=O)(=O)N4CCCC4)cc3)nc12 | -14.8% | 7.5% | x | x | x | x | -9.6
COc1ncccc1-c1nccc2c(=O)cc(N(C)C)oc12 | 24.2%[87.6 µM] | 5.9%[87.6 µM] | u | 1.8%[172 µM] | 0.2%[172 µM] | 1.9%[88.5 µM] | -5.3
CCc1ccccc1NC(=O)c1cc2nc(-c3ccc(OC)c(OC)c3)cc(C(F)(F)F)n2n1 | 13.6% | 11.0% | x | x | x | x | -11.6
CCCCNC(=O)c1cccc2c1CCN2S(=O)(=O)c1ccccc1 | 1.5% | -17.8% | u | 12.8% | u | u | -13.4
Cc1ccc(Cl)cc1NC(=O)Cn1c(=O)n(CCC(=O)NCc2ccc3c(c2)OCO3)c(=O)c2sccc21 | -0.1% | 13.4% | x | x | x | x | 18.8
COc1ccccc1CNC(=O)c1ccc2c(c1)CCN2S(=O)(=O)c1ccc(Cl)cc1 | -3.9% | -4.6% | x | x | x | x | -10.9
CC(=O)Nc1ccc(CN2CCC(c3nc4ccc(F)cc4c(=O)[nH]3)CC2)cc1 | -3.1%&8.1% | 0.2%&3.5% | -21.3%&-28.3% | -1.2% | u | -24.0% | -0.5&-14.5
Cc1cc(C)cc(NC(=O)C(=O)NCC(c2cccnc2)N2CCN(c3ccccc3)CC2)c1 (stereo not given) | -13.5% | -7.3% | x | x | x | x | 12.3
CC1=C(C(=O)N2CCCCC2)C(c2cccc(Cl)c2)n2c(nc3ccccc32)N1 (stereo not given) | 3.0% | -1.8% | x | x | x | x | -7.8

structure | SNCA expr inh | HEK293 viab | 3T3 cytotox | Luciferase inh | HEK293 tox | GPT2 inhibitor | IP6K1 inh
COc1cc(C)c(Cl)cc1S(=O)(=O)NCCc1c(C)[nH]c2ccccc12 | u | -8.1% | x | x | x | x | 38.2
COc1ccc(NC(=O)c2cnc(SCC(=O)Nc3nc4ccc(C)cc4s3)n(C)c2=O)cc1 | 97.1%[activator] | -2.0% | x | x | x | x | -2.7
CCC(C)NC(=O)c1cc(-c2ccccc2C(F)(F)F)nc2c1cnn2C (stereo not given) | x | x | u | x | u | x | -2.8
COCCNC(=O)Cn1nc2c(cc1=O)CCCCC2 | -17.6% | 0.7% | 4.4% | 2.1% | 2.4% | -14.7% | 20.3
CCOc1ccc2c(n1)CCN(C(=O)Nc1ccc(OC)cc1C)C2 | -1.1% | 17.9%[12.5 µM] | -23.3% | -13.5% | -5.1% | u | -15.1
CCC(=O)Nc1nnc(S(=O)(=O)N2CCCCCC2)s1 | -10.4% | 13.8% | x | x | x | x | 19.0
O=C(Cn1c(=O)oc2ccccc21)N1C[C@@H](CO)[C@H](c2ccccn2)C1 | -18.1% | -7.7% | i | 6.8% | -2.4% | 0.2% | 4.4
Cc1ccc(N(CC(=O)N2CCN(c3ccc(Cl)cc3)CC2)S(=O)(=O)c2c(C)noc2C)cc1 | 278.0%[activator] | u | x | x | x | x | -5.7
OCC1CN(c2ncccn2)CC12CCN(Cc1ccsc1)CC2 (stereo not given) | 9.9% | 6.8% | 1.1% | -0.3% | -9.6% | 3.8% | 9.8
COc1ccccc1Nc1ccnc(N2CCC(C(=O)N3CCCC3)CC2)n1 | 10.8% | -9.5% | u | x | u | i | 5.3
COc1cccc(Cc2nc3ccccc3nc2SCC(=O)N2CCc3ccccc32)c1 | 13.8% | -0.3% | x | x | x | x | -5.8
CC[C@H]1CN(C(=O)C2CC2)CC[C@H]1CC(=O)NC1CC1 | 4.0%[87.6 µM] | -0.5%[87.6 µM] | 4.1%[230 µM] | -7.2%[230 µM] | i | -5.6%[88.5 µM] | -5.6

structure | SNCA expr inh | HEK293 viab | 3T3 cytotox | Luciferase inh | HEK293 tox | GPT2 inhibitor | IP6K1 inh
CC(C)CCNC(=O)c1cn(C)c2ccc(S(=O)(=O)N3CCCC3)cc2c1=O | -8.2% | 2.8% | x | x | x | x | 13.3
CCn1ncc(N2CCC(NC(=O)CCOC)CC2)cc1=O | 0.7% | 9.2% | i | -0.2% | i | i | 8.9
CCS(=O)(=O)c1ncc(N(Cc2ccc(F)cc2)Cc2ccco2)c(C(=O)Nc2cc(C)ccc2C)n1 | -8.7% | 8.7% | x | x | x | x | 11.0
CCc1noc(-c2ccn3c(CNC(=O)CCCc4ccccc4)nnc3c2)n1 | -5.6% | 9.6% | -8.5% | 0.0% | -7.4% | 4.5% | 37.4
COc1cccc(S(=O)(=O)N2CCC(Cc3nncn3C(C)C)C2)c1 (stereo not given) | -6.2% | -9.5% | u | 2.2% | 3.4% | i | 17.1
Cn1c(=O)c2c(SCC(=O)NCc3ccco3)nc(-c3ccccc3)nc2n(C)c1=O | 4.1% | 4.2% | x | x | x | x | 0.9
CCC(CNc1nc(CCN)nc2ccccc12)N1CCN(C)CC1 (stereo not given) | -3.6% | -15.8% | -19.1% | -0.1% | -6.6% | -14.0% | 2.7
Cc1nn(CCC#N)c(C)c1[C@@H]1C=C[C@@H](NC(=O)NCc2ccccc2)C1 | -15.6%[87.6 µM] | -0.4%[87.6 µM] | -26.8%[174 µM] | 5.7%[172 µM] | -7.4%[172 µM] | -10.0%[88.5 µM] | -0.1
Cc1nc(-c2ccc(Cl)cc2)sc1CCNC(=O)C(=O)Nc1ccc(F)cc1F | 15.4% | 1.4% | x | x | x | x | 1.1
CCCCc1nn2c(=O)cc(COC(=O)c3ccccc3NC(=O)c3cccc(C)c3)nc2s1 | -4.5% | 9.7% | x | x | x | x | 19.5
COC(=O)c1cc(CN2CCCC3(CCNC3)C2)ccc1O (stereo not given) | 4.4% | -0.8% | -25.9% | -3.3% | -27.6% | u | 14.4
COc1ccc(S(=O)(=O)N2CC[C@H]3NC(=O)N(c4ccc(C)cc4)C(=O)[C@H]32)cc1 | -15.5%[87.6 µM] | 7.3%[87.6 µM] | 4.2%[174 µM] | -3.5%[172 µM] | -3.3%[172 µM] | -10.7%[88.5 µM] | 7.8

# The list is partial, so the mix of outcomes need not match the whole.
